Source: PubChem (The Scripps Research Institute Molecular Screening Center)
TEAD-YAP block – TEAD-YAP interaction inhibition | HEK-TIYL cells, TEAD-Gal4/YAP UAS-luciferase luminescence | inhibition, % at 9.12 µM | 640,000 tested, 1.4% active | AID 1259422; in the data active = inhibition above about 32%;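 note: 0% = median of test compound wells and 100% = reference inhibitor wells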
FBW7 activator – activators of human E3 ligase FBW7 | Q969H0 | AID 1259310 | AlphaScreen FBW7–phospho-cyclin E peptide binding, activator screen | 650,000 tested, 0.13% active | normalized activity (activation), % at 26.1 µM; in the data active = normalized activity above about 1.9%;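 note: purified mutant Fbw7 with reduced substrate affinity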
GPR151 ag – activators of human GPR151 | PathHunter beta-arrestin GPR151 cells, luminescence | Q8TDV0 | activation, % at 11.2 µM | 650,000 tested, 1% active; in the data active = activation above about 4.9%;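 note: 0% = median of compound wells and 100% = cells with positive control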
Target sequence (Q8TDV0 whole entry, looked up): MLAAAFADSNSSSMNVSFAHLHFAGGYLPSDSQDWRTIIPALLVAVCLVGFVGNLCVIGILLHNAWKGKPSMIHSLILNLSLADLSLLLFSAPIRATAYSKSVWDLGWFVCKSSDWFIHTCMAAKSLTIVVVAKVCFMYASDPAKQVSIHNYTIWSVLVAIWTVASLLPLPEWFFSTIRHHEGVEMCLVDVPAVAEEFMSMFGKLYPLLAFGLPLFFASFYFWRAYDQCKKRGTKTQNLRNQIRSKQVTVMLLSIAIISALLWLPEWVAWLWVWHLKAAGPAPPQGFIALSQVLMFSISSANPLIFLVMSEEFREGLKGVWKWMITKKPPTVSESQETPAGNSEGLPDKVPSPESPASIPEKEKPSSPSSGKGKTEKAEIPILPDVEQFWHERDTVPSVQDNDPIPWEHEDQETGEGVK
MITF inh – human MITF inhibition, primary screen; AID 1259374; AlphaScreen MITF homodimerization, bead proximity signal; 650,000 tested, 0.91% active; inhibition, % at 2.6 µM; O75030; in the data active = inhibition above about 50%;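 note: 0% = vehicle wells with protein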
Target sequence (O75030 whole entry, looked up): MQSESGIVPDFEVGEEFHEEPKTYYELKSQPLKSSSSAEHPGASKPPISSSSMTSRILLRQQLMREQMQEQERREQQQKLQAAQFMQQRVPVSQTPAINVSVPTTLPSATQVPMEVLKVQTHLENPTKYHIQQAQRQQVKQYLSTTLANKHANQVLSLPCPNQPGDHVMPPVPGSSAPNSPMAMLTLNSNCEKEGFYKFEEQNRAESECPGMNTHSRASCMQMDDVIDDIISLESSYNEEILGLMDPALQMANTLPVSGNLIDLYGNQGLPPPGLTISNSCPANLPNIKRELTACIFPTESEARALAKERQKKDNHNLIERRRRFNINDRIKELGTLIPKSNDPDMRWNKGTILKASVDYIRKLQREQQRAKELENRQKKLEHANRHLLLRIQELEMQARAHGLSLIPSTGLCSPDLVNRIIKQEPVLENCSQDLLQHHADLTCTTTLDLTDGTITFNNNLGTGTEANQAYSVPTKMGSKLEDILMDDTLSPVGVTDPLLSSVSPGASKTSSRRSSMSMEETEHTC
* = called active by the depositor; . = not tested or not shown.

SMILES	TEAD-YAP block	FBW7 activator	GPR151 ag	MITF inh
CCC(C(=O)O)N1C(=O)/C(=C\c2cccc(OC)c2OC)SC1=S (centres undefined)	-0.7	0.2	-0.4	-6.3
Clc1ccc(C2=Nn3c(nnc3C3CC3)SC2)s1	9.8	-0.1	0.1	11.5
CCCCS(=O)(=O)N1CCN(c2cc(-n3nc(C)cc3C)nc(C)n2)CC1	-2.6	0.0	1.8	0.6
COc1ccc(C2=N/C(=C\c3cccc(Cl)c3Cl)C(=O)O2)cc1	-0.3	-0.1	-0.3	16.2
CCN1CCN(CC(=O)Nc2cccc(Cl)c2)C(=O)C1=O	0.3	-0.1	0.2	6.9
COc1ccc(Br)cc1C1=N/C(=C\c2ccc(OC)c(OC)c2OC)C(=O)O1	-0.6	0.1	0.1	-1.8
Cc1csc(NC(=O)CCNS(=O)(=O)c2ccc3c(c2)c(=O)n(C)c(=O)n3C)n1	4.5	0.1	-0.4	16.3
COC(=O)C1=C(C)NC(=O)NC1c1ccc(OC)cc1 (centres undefined)	0.5	-0.1	0.7	3.2
COc1ccc(-c2ccc(Nc3ccc(OC)nc3)nc2)cc1	-16.0	-0.5	0.1	-11.2
Clc1ccc(C2=Nn3c(nnc3-c3cccc(Br)c3)SC2)cc1	-2.4	0.0	0.8	-3.9
CCOC(=O)C(Cc1cccc(C)c1)SC#N (centres undefined)	6.6	0.2	0.4	-0.6
CCN1CCN(C(=O)/C(C#N)=C/c2ccc(OC(F)F)cc2)CC1	-3.6	0.1	3.9	11.0
Cc1ccccc1-c1noc(CCC(=O)NC2CCCCC2)n1	4.2	0.9	-1.8	17.3
COc1ccccc1NC(=O)c1sc2nc[nH]c(=O)c2c1C	4.7	0.5	4.0	17.6
CCOc1ccc(N2COc3ccc4c(C)cc(=O)oc4c3C2)cc1	-6.0	-0.1	0.3	-7.0
O=C(/C=C/c1ccccc1)Nc1cccc([N+](=O)[O-])c1	-40.5	-0.2	-0.8	2.2
CC(C)c1ccc(NC(=O)CS)cc1	10.6	0.2	-0.1	3.3
CCCS/C(N)=N\N=C\c1cc(C)ccc1O	-44.7	0.0	1.7	-1.7
O=C(Nc1cccc(-c2ccn[nH]2)c1)c1ccncc1	3.2	0.0	-1.9	3.2
CCCS(=O)(=O)N1CCN(Cc2ccc(OC)c(OC)c2)CC1	3.3	0.3	0.7	52.6*
COc1ccc(CCNc2ncnc3nc(-c4ccc(C(N)=O)cc4)[nH]c23)cc1	-4.0	-0.2	0.7	10.4
CO[C@H]1/C=C/O[C@@]2(C)Oc3c(C)c(O)c4c(O)c(c5c(nc6cc(C)ccn65)c4c3C2=O)NC(=O)/C(C)=C\C=C\[C@H](C)[C@H](O)[C@@H](C)C(O)[C@@H](C)[C@H](OC(C)=O)[C@@H]1C (some centres undefined)	3.1	0.1	-0.6	13.6
O=C(CN1C(=O)c2cc(Cl)c(Cl)cc2C1=O)OCc1cccc(F)c1	-2.6	0.2	-0.8	-10.0
O=C1NC(=S)NC(=O)C1=Cc1cccn1-c1ccc([N+](=O)[O-])cc1	10.9	0.1	0.9	16.1

17 structures out of the list, ordered by SMILES length, ascending.
SMILES	TEAD-YAP block	FBW7 activator	GPR151 ag	MITF inh
CC(C)c1ccc(NC(=O)CS)cc1	10.6	0.2	-0.1	3.3
CCOC(=O)C(Cc1cccc(C)c1)SC#N (centres undefined)	6.6	0.2	0.4	-0.6
CCCS/C(N)=N\N=C\c1cc(C)ccc1O	-44.7	0.0	1.7	-1.7
Clc1ccc(C2=Nn3c(nnc3C3CC3)SC2)s1	9.8	-0.1	0.1	11.5
Cc1ccccc1-c1noc(CCC(=O)NC2CCCCC2)n1	4.2	0.9	-1.8	17.3
COc1ccc(-c2ccc(Nc3ccc(OC)nc3)nc2)cc1	-16.0	-0.5	0.1	-11.2
CCN1CCN(CC(=O)Nc2cccc(Cl)c2)C(=O)C1=O	0.3	-0.1	0.2	6.9
CCCS(=O)(=O)N1CCN(Cc2ccc(OC)c(OC)c2)CC1	3.3	0.3	0.7	52.6*
CCOc1ccc(N2COc3ccc4c(C)cc(=O)oc4c3C2)cc1	-6.0	-0.1	0.3	-7.0
O=C(/C=C/c1ccccc1)Nc1cccc([N+](=O)[O-])c1	-40.5	-0.2	-0.8	2.2
CCN1CCN(C(=O)/C(C#N)=C/c2ccc(OC(F)F)cc2)CC1	-3.6	0.1	3.9	11.0
CCC(C(=O)O)N1C(=O)/C(=C\c2cccc(OC)c2OC)SC1=S (centres undefined)	-0.7	0.2	-0.4	-6.3
O=C(CN1C(=O)c2cc(Cl)c(Cl)cc2C1=O)OCc1cccc(F)c1	-2.6	0.2	-0.8	-10.0
CCCCS(=O)(=O)N1CCN(c2cc(-n3nc(C)cc3C)nc(C)n2)CC1	-2.6	0.0	1.8	0.6
O=C1NC(=S)NC(=O)C1=Cc1cccn1-c1ccc([N+](=O)[O-])cc1	10.9	0.1	0.9	16.1
Cc1csc(NC(=O)CCNS(=O)(=O)c2ccc3c(c2)c(=O)n(C)c(=O)n3C)n1	4.5	0.1	-0.4	16.3
CO[C@H]1/C=C/O[C@@]2(C)Oc3c(C)c(O)c4c(O)c(c5c(nc6cc(C)ccn65)c4c3C2=O)NC(=O)/C(C)=C\C=C\[C@H](C)[C@H](O)[C@@H](C)C(O)[C@@H](C)[C@H](OC(C)=O)[C@@H]1C (some centres undefined)	3.1	0.1	-0.6	13.6

(further entries)
SMILES	TEAD-YAP block	FBW7 activator	GPR151 ag	MITF inh
CN(C)CCN(C(=O)OCc1ccccc1)c1cc(-c2cn[nH]c2)ccc1NC(=O)OCc1ccccc1	-1.3	0.8	1.2	57.5*
COc1ccccc1C1CC(c2c(-c3ccccc3)c3cc(Cl)ccc3[nH]c2=O)=NN1C(=O)CCCC(=O)O (centres undefined)	-2.2	1.3	0.5	10.1
CCCCC(=O)N1c2ccc(C)cc2-c2c(ssc2=S)C1(C)C	0.2	-1.1	0.5	31.6
COc1ccc(N2C(=O)CC(NCc3cccs3)C2=O)cc1 (centres undefined)	-4.4	-0.1	0.6	6.9
COc1ccc(/C=N/NC(=O)c2ccccn2)cc1Br	-40.4	0.0	-1.1	9.7
Cc1nc(N)nc(C(F)(F)F)c1Br	-13.1	-0.2	1.6	-6.1
COc1cc(N2CCOCC2)ccc1Nc1cc(NCc2ccccc2)c(C(F)(F)F)cn1	-0.9	0.2	-1.2	10.2
Cc1ccc(N2CCN(C(=O)c3ccc4c(c3)NC(=O)c3ccccc3S4)CC2C)cc1 (centres undefined)	1.6	0.8	-0.9	10.4
CCC(Sc1nc2ncccc2[nH]1)C(=O)NCc1ccco1 (centres undefined)	3.9	0.0	0.6	-1.3
Cc1ccc(-c2csc3ncc(C(=O)NCC(C)O)c(=O)n23)cc1 (centres undefined)	-0.8	0.1	-0.4	5.3
Cc1ccc(N=Cc2nc(-c3ccccc3F)oc2O)c(C)c1	-20.8	-0.1	-1.0	-10.4
CCN(CC)C(=S)Sc1nc(Nc2ccc(OC)cc2)nc(Nc2cccc([N+](=O)[O-])c2)n1	-5.3	-0.3	1.3	2.2
CC(=O)c1cccc(-c2nc(NC3CCN(Cc4ccccc4)CC3)c3ncn(-c4ccccc4)c3n2)c1	11.6	-0.1	1.9	-8.1
Cc1nc(C)n(-c2ccc(Nc3nccc(-c4cccc(-n5ccnn5)c4)n3)cc2)n1	43.8*	0.1	4.4	14.9
Brc1cccc(-c2nnc3sc(CNCc4ccccc4)cn23)c1	7.3	0.1	2.0	4.6
CCCCCc1nc2sc3c(c2c(=O)n1N)CC(C)(C)OC3	-5.2	0.0	0.0	-4.3
O=C(Nc1cccc(Br)c1)c1ccc([N+](=O)[O-])o1	11.2	0.0	-0.6	-3.5
CCc1cc2c(nc1CC)CCN(CC/C(C)=N/OCC[C@@H]1C=C[C@H](OC(C)=O)[C@@H](COC(C)=O)O1)C2	.	0.2	-1.6	12.0
Cc1ccc(NC(=O)C(=O)NCc2ccc(Cl)cc2)cc1	0.1	0.0	-0.4	-11.1
CC(C)(C)c1ccc(S(=O)(=O)c2sc3nc4c(cc3c2N)CCCC4)cc1	4.8	-0.1	1.2	-9.1
O=C(CSc1ccccc1)Nc1ccc(S(=O)(=O)NC2CCCCC2)cc1	2.5	0.1	-0.4	10.9
Cc1cc(NC(=O)C2CC2)n(-c2nc3ccccc3[nH]2)n1	28.7	-0.1	9.1*	-0.8
Cc1nn(-c2ccccc2)c(-n2cccc2)c1C(=O)Nc1ccc2c(c1)OCO2	-3.1	-0.1	-0.7	4.3
COc1ccc(S(=O)(=O)Nc2cccc3ccccc23)cc1I	-3.8	0.1	3.2	13.2
O=C(Cn1c(=O)n(Cc2ccccc2)c(=O)c2cccnc21)Nc1ccc(F)cc1	3.7	-0.1	-1.3	1.0
CC(C)CC(=O)N1CCC2(CCC(CNC(=O)Cc3ccc(F)cc3Cl)O2)CC1 (centres undefined)	15.2	1.1	-1.4	1.3
COc1ccc(CNC(=O)c2cc(-c3cccc(O)c3)on2)cc1	-9.2	-0.1	0.6	-2.2
CCC(=O)N1CCc2ccc(NC(=O)c3c(F)cccc3F)cc2C1	32.6*	0.2	-1.2	17.6
S=C(NC1CCCCC1)N1CCc2ccccc2C1	-21.4	0.0	0.0	0.7
CCCC(=O)N1CCc2cc(-c3csc(NC(C)=O)n3)ccc21	-10.9	0.1	-0.2	3.8
CCOC(=O)C(C)OC(=O)c1ccc(C)c(C)c1 (centres undefined)	4.0	-0.1	1.7	-0.6
CN(Cc1ccccc1)C(=O)c1nn2c(C(F)(F)F)cc(-c3ccccc3)nc2c1Cl	-9.2	1.2	-0.2	3.4
O=C(Nc1nc2ccc(Cl)cc2s1)c1ccccc1[N+](=O)[O-]	-4.9	0.0	0.7	-8.3
Cc1ccc(-n2nc3ccc(NC(=O)C(C)C)cc3n2)cc1Cl	14.9	-0.4	-0.4	-1.4
Cc1ccc(C(=O)NC(=S)Nc2cccc(C(=O)O)c2)cc1	75.0*	0.0	-5.9	1.8
COCCNC(C)C(=O)C12CC3CC(CC(C3)C1)C2 (centres undefined)	13.4	-0.2	1.4	-3.2
C/C(=N/N1CCN(C)CC1)c1c(C(F)(F)F)[nH]n(-c2nc3ccccc3s2)c1=O	49.2*	0.0	-8.0	8.0
Cc1cccc(CS(=O)(=O)c2ccc(C(=O)N3CCN(c4cccc(C)c4C)CC3)cc2[N+](=O)[O-])c1	14.4	-0.2	-1.2	2.4
CC(=O)c1cccc(NC(=O)CCCc2nc3ccccc3s2)c1	-24.1	0.8	-1.4	1.7
Cc1cc(C(=O)Nc2c(C)nn(Cc3ccc(Cl)cc3)c2C)no1	25.6	0.1	-0.5	1.9
Cc1c(C(=O)Nc2ccc(F)cc2F)sc2ncnc(N3CCN(c4ccccc4)CC3)c12	-10.0	0.1	0.3	3.5
CCOC(=O)c1sc2ncn(/N=C/c3ccc4c(c3)OCCO4)c(=O)c2c1C	-4.0	0.0	0.2	15.5
Cc1ccc(S(=O)(=O)Nc2ccc(Br)cc2C(=O)c2ccccc2)cc1	0.6	-0.1	-1.4	-6.6
Cc1nn(-c2ccccc2)c(C)c1/C=C/C(=O)OCC(=O)c1ccc[nH]1	8.1	-0.1	1.3	-11.2
Clc1ccccc1OCc1nc(-c2cccnc2)no1	-68.3	0.1	-0.3	7.9
CC(C)(C)NC(=O)CCCSc1nc2ccccc2s1	-42.9	0.0	0.6	4.2
CCCCCn1c(=S)[nH]c2cc(C(=O)NCCCN3CCCC3=O)ccc2c1=O	-4.4	-0.2	0.3	2.8
O=C(O)CCCC(=O)NC1=NCCS1	-1.8	0.1	-0.9	12.4
CCCCN(CC)S(=O)(=O)c1ccc2oc(C(=O)O)c(C)c2c1	2.4	-0.1	-1.7	6.8
CCOc1ccc(C(=O)Nc2ccc3c(c2)CCC(=O)N3CCC(C)C)cc1OCC	-5.0	-0.1	0.4	0.3
O=c1oc2c(-c3ccc(Cl)cc3Cl)cc(O)cc2s1	6.8	-0.1	1.9	-10.3
